High-throughput results from PubChem BioAssay.
AmpC no deterg: inhibitors of E. coli AmpC beta-lactamase without detergent; hit rate 0.52% among 330,000; AID 485341; Potency, µM (highest dose often 57.1 µM), for the others: top-dose activity change, negative = inhibition, most hits filed as inhibitors; AmpC nitrocefin hydrolysis, absorbance 480 nm, 0.0001% Triton;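 further: potency means the concentration at half of the fitted maximal effect; plate controls were no compound for no effect and no enzyme for full effect; nearly all actives have a fitted effect of over 20% in size; some results filed as inactive show a strong effect at the top dose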
Target sequence (P00811 whole entry, looked up): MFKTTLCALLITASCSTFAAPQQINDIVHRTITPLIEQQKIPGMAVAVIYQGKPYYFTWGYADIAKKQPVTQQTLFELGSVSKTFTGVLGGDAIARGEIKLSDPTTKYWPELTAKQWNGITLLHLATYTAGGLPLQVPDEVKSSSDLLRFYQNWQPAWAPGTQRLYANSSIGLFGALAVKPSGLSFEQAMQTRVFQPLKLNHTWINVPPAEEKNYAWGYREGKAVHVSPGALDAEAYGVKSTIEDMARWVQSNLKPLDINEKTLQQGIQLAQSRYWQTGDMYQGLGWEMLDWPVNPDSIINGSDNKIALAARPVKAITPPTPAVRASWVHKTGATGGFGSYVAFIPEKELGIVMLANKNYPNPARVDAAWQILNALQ
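20 mM phosphate pH 7.0 + 0.01% (detergent screen) or 0.0001% Triton X-100; 5.3 nM AmpC reagent; cpd preinc 15 min RT; nitrocefin (800 uM stock) to start; A480 q20 s × 4 min; Activity was normalised to no-enzyme and no-compound control wells.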
HCMV inh: human cytomegalovirus inhibition. activity change, negative = inhibition, % at 57.5 µM. AID 1259415. HFF cells, HCMV-luciferase reporter, 72 h; hits give low values. hit rate 4.5% among 410,000; in the data active means activity change below about -60%; inconclusive means no clear call, values can overlap the other calls; inactive means above about -39%
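Compounds were evaluated in HFFs infected with an HCMV luciferase reporter virus (MOI 1 PFU/cell). Luciferase in lysates collected 72 h post infection served as the replication measure.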
Giardia FBPA inh: blocks Giardia fructose-bisphosphate aldolase activity; hit rate 0.71% among 290,000; A8B2U2; purified Giardia FBPA; Potency, µM (doses to about 59.6 µM), for the others: at the top dose activity, negative = inhibition, hits mostly inhibitors; further: potency means the concentration at half of the fitted maximal effect; nearly all actives have a fitted effect of over 55% in size
Target sequence (A8B2U2 whole entry, looked up): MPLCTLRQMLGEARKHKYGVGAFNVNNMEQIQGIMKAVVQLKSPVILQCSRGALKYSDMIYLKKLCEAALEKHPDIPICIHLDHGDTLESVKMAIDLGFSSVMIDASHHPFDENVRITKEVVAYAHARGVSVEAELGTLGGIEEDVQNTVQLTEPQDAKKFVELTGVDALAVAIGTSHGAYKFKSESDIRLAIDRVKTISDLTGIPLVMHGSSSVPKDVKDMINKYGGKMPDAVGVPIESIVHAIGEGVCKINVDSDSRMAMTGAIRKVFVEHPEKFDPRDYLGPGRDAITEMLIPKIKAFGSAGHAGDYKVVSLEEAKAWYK
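40 nM FBPA preincubated 10 min at RT with compound (up to 57.5 uM final), then substrate plus GAPDH/TPI/NAD/arsenate coupling and diaphorase/resazurin added. Fluorescence read after 20 min at RT, 525/598 nm.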
HCV inh: inhibitors of hepatitis C virus infection; Huh7.5.1 HCVcc-Cre infection, luciferase reporter, 44 h; Potency, µM (doses to about 41.8 µM), inactives show at the highest dose activity change, negative = inhibition, most hits filed as inhibitors; hit rate 3.4% among 340,000; AID 651820; further: potency means the concentration at half of the fitted maximal effect
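Reporter virus HCVcc-Cre (~0.5 moi) infects cells exposed to compound; seeding density 1,000 cells/well with 4 h settling beforehand. Luminescence, 15 sec read, taken 44 h post-infection following a 15 min RT substrate incubation.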
AmpC inh detg: inhibitors of E. coli AmpC beta-lactamase with detergent | P00811 | Potency, µM (titrated, usually from 114 µM), inactives show at the top dose activity change, negative = inhibition, most hits filed as inhibitors | AmpC hydrolysis of nitrocefin, absorbance 480 nm, 0.01% Triton | hit rate 0.041% among 370,000;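 further: potency means the concentration at half of the fitted maximal effect; 0% = no-compound wells and -100% = no-enzyme wells; nearly all actives have a fitted effect of over 25% in size; some results filed as inactive show a strong effect at the top dose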
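20 mM phosphate pH 7.0 + 0.01% (detergent screen) or 0.0001% Triton X-100; 5.3 nM AmpC reagent; cpd preinc 15 min RT; nitrocefin (800 uM stock) to start; A480 q20 s × 4 min; Activity was normalised to no-enzyme and no-compound control wells.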
Sm TGR inh: S. mansoni TGR enzyme inhibition | Q962Y6 | purified TGR, DTNB reduction, TNB absorbance 405 nm | Potency, µM (titrated, usually from 114 µM), inactives show top-dose activity change, negative = inhibition, hits mostly inhibitors | hit rate 3% among 360,000; further: potency means the concentration at half of the fitted maximal effect; nearly all actives have a fitted effect of over 60% in size
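First, TGR (20 nM dispensed) and NADPH were mixed with compound. Second, a 15 min room-temperature incubation followed. Third, further NADPH and then DTNB were added to start the reaction. Finally, TNB absorbance was monitored kinetically.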
Numbers without * were called inactive; ? = inconclusive; / = no result given; & = joins results of further samples; [ ] = remark or other dose. Unless noted, the call rests on the fitted dose curve; in most records, active means well fitted curve in the direction sought with a large enough effect; inconclusive means small, poorly fitted or top-dose-only effect, or another doubt; inactive means no such curve, though single readings can be large; an effect the other way counts as inactive or inconclusive. Unless noted, on the % scale 0 is the no-effect control and ±100 the full control effect.

SMILES | AmpC no deterg | HCMV inh | Giardia FBPA inh | HCV inh | AmpC inh detg | Sm TGR inh
COC(=O)C1=NN(c2ccc(Cl)cc2)C2C(=O)N(c3ccccc3OC)C(=O)C12 (configuration not stated) | 24% | 12 | -6% | 1% | ? | 3%
CCOC(=O)c1ccc(NC(=O)c2cc(OC)c(OC)c(OC)c2Br)cc1 | 2% | -34 | -4% | ? | ? | -1%
C=CCNC(=O)NC(=S)c1ccccc1 | -13% | 40 | -14% | 4% | -6% | -35%
COc1cc(O)c(C(CCN2CCCC(C)C2)c2ccc(N(C)C)cc2)c(OC)c1 (configuration not stated) | 8% | 18 | -14%&-14% | ? | -1% | -21%
CCCCOc1ccc(C(C)NC(=O)CN2C(=O)CSc3ccc(S(=O)(=O)N4CCOCC4)cc32)cc1 (configuration not stated) | / | -12 | / | / | -2% | -7%
O=C(CN(CCc1ccccc1)S(=O)(=O)c1ccc(Cl)cc1)N/N=C/c1ccc2c(c1)OCO2 | -33% | -26 | 1% | 1% | ? | -11%
Cc1cc(C)cc(N(CC(=O)NC2CCCC2)C(=O)c2csnn2)c1 | 3% | -6 | -6% | 3% | -9% | 2%
CCCCn1c(=O)c(C(=O)NC(C)c2ccccc2)c(O)c2ccccc21 (configuration not stated) | 46% | -23 | 5% | ? | -12% | 11%
Cc1c(C=O)c2ccccc2n1Cc1ccc(F)cc1 | -15% | -10 | 2% | 12% | 5% | /
O=C(CSc1nc2ccccc2[nH]1)N=Nc1c(O)[nH]c2ccccc12 | -32% | 19 | -11% | 10% | ? | -24%
CC(NC(=O)COc1ccc(/C=N/NS(=O)(=O)c2ccccc2)cc1)c1ccccc1 (configuration not stated) | -41% | -6 | 0% | -2% | -1% | 3%
CN(C)C(CNc1ncnc2sc3c(c12)CCCCC3)c1ccco1 (configuration not stated) | 22% | -68* | 0% | ? | ? | ?
CN1CCN(C(=O)/C(=C/c2ccccc2Cl)NC(=O)c2ccccc2)CC1 | -4% | -12 | 11% | 1% | ? | 5%
CCOC(=O)N1CCN(C(=S)NC2CCCCC2)CC1 | -5% | -29 | 2% | -5% | ? | 0%
Cc1ccc(CSc2ncnc3c2cnn3-c2ccccc2)cc1 | -26% | -16 | 0% | 1% | ? | -1%
CCOc1ncccc1C(=O)Nc1ccc(S(=O)(=O)Nc2nccs2)cc1 | -37% | ? | 12% | ? | 0% | 10%
CCn1nc(C(=O)Nc2nc3ccc(C)cc3s2)c2ccccc2c1=O | -14% | -24 | 0% | 32µM* | -1% | -5%
COc1ccc(-c2csc3nc(C)n(-n4cccc4)c(=O)c23)cc1 | -9% | -62* | -1% | ? | ? | -5%
COc1cccc(C2CC(c3ccc(F)cc3)Nc3nc(N)nn32)c1 (configuration not stated) | 40µM* | 0 | 3% | 8% | -12% | 1%
Cc1nonc1NC(=O)CSc1nc2ccccc2cc1C#N | -24% | -21 | -1% | ? | 5% | 4%
Cc1cc(=O)[nH]c(SCC(=O)Nc2cccc3ccccc23)c1C#N | -6% | 7 | -18% | 0% | ? | -16%
CCCCn1c(N)c(N(CC(C)C)C(=O)C2CC(=O)N(Cc3ccccc3)C2)c(=O)[nH]c1=O (configuration not stated) | -3% | -7 | / | ? | -13% | -2%
CCOc1ccc(NS(=O)(=O)c2ccc3[nH]c(=O)cc(C(=O)O)c3c2)cc1 | -19% | 45 | 7% | 22% | 0% | -2%
C=CCN1C(=O)C(CC(=O)O)SC1=Nc1ccc(N=Nc2ccccc2)cc1 (configuration not stated) | -7% | -7 | 16% | 14% | 3% | -6%
CCN(Cc1ccccc1)C(=O)c1cc2ccc3cccnc3c2[nH]1 | / | -35 | / | / | 2% | 6%
CCOc1ccc(CNCc2c(C(=O)O)n(Cc3ccccc3C)c3cc(OC)ccc23)cc1OC | / | -1 | / | / | -3% | 2%
C=C(C)c1cccc(C(C)(C)NC(=O)Nc2ccc(OC)nc2)c1 | -17% | ? | -3% | ? | ? | -2%
CC(=O)c1c(C)oc2c1C(=O)c1ccccc1C2=O | -9% | -72* | ? | 8.9µM* | -8% | 4%
CSCC[C@H](NC(=O)COc1ccc(Cl)cc1Cl)c1nc2ccccc2[nH]1 | -27% | -18 | 8% | ? | -11% | 0%
Cc1cccc(C)c1OCC(=O)NNC(=S)NC(=O)C1CC1 | -22% | -39 | / | ? | -10% | -2%
O=C(CSc1nc2ccccc2c(=O)n1-c1ccccc1)N1CCCC1 | -5% | 6 | 0% | 9% | 2% | -1%
O=[N+]([O-])c1ccc(OC(F)F)c(/C=N/n2cnnc2)c1 | -4% | -34 | 0% | -11% | -9% | 1%
O=C(Nc1ccccc1O)c1ccc(NC(=O)C2CC2)cc1 | -31% | 358 | 19% | -15% | -6% | -4%
CCN1C(=O)C(CC(=O)Nc2ccc(Cl)cc2)N(NC(=O)c2ccncc2)C1=S (configuration not stated) | -15% | -26 | -6% | 14% | 4% | 11%
CCCCSc1ccc2nc(-c3ccc(C#N)cc3)cn2c1 | 62%[activator] | -4 | -18% | ? | -11% | 9%
COc1ccc(CNC(=O)CCn2c(C)csc2=O)cc1 | -27% | -4 | / | 19% | 6% | -5%
C=CCOc1ccc(/C=C/C(=O)OCc2csc(CC(=O)Nc3ccccc3C)n2)cc1 | -29% | -20 | / | -3% | -12% | -1%
O=C(NC1CC2CCCC(C1)N2C(=O)Nc1ccc(F)cc1)c1ccccc1 (configuration not stated) | -16% | -19 | -8% | -3% | ? | -11%
CC(=O)c1ccc(NC(=O)/C(=C\c2ccco2)NC(=O)c2ccco2)cc1 | -27% | -26 | -10% | 7% | -12% | ?
CS(=O)(=O)c1ccc(C(=O)OCC(=O)c2ccc(Cl)s2)cc1 | -12% | 1 | / | 11% | -3% | 2%
Cn1cc(C(=O)C(F)(F)F)c2ccccc21 | 1% | 67 | 4% | -5% | 4% | 17%
O=C(Nc1ccc(Cl)cn1)Nc1cccs1 | -30% | 14 | -3% | 6% | 2% | -22%
CC(C)NC(=O)CC(=O)Nc1ccc2nc3n(c(=O)c2c1)CCCCC3 | / | -24 | / | / | ? | 1%
CC(=O)NC(NC(C)=O)c1ccc(Br)cc1 | -4% | -11 | 6% | 21% | 1% | 0%
COc1ccccc1CNC(=O)c1ccc2c(c1)OCO2 | -17% | -38 | -5% | 13% | 1% | 4%
CC(=O)Nc1ccc(S(=O)(=O)NCc2cc(=O)n(C)c(=O)n2C)cc1 | -8% | -2 | 5% | -23% | -16% | -4%
O=C(c1cc(COc2ccc(F)cc2Cl)on1)N(Cc1ccncc1)CC1CCCO1 (configuration not stated) | 117%[activator] | -61* | 1% | ? | 5% | -31%
COc1ccc(N(C(=O)Cn2nnc(-c3ccc(C)o3)n2)C(C(=O)NC2CCCC2)c2ccncc2)cc1 (configuration not stated) | 6% | -15 | 1% | 17% | -4% | 3%
O=C(CSc1ccc(-c2ccc(F)cc2)nn1)N1CCN(c2ccccc2)CC1 | -14% | -12 | -1% | 5% | -7% | -1%
Cc1cc(C)n2nc(CNC(=O)c3cccc(Cl)c3)nc2n1 | / | 3 | / | / | 26% | -3%
N=c1c(C(=O)NC2CCCCC2)cc2c(=O)n3ccccc3nc2n1Cc1ccccc1 | -1% | ? | / | 11µM* | -1% | 2%
CC(C)(C)OC(=O)N1CCC(Cc2cc(-c3cccc(Br)c3)no2)(C(=O)O)CC1 | -13% | 33 | -1% | 45%[activator] | -12% | 1%
CCCNS(=O)(=O)c1cccc2cccnc12 | -10% | 0 | -14% | -5% | ? | 11%
COC(=O)c1ccccc1NC(=O)CSc1nc(N)cc(N)n1 | -13% | 54 | -4% | 13% | -10% | -2%
O=C(OC(C(=O)NCc1cccs1)c1ccccc1F)c1ccco1 (configuration not stated) | -11% | -14 | 1% | 12% | 4% | 0%
CCCCNC(=O)CCC(=O)Nc1ccc2nc(N3CCC(C)CC3)cc(C)c2c1 | 133%[activator] | -38 | -13% | ? | -4% | -11%
Fc1ccc(-n2c(Cc3cccs3)n[nH]c2=S)cc1Cl | -20% | -38 | 3% | 27% | -13% | 12%
CCOC(=O)/C=C/[C@H]1CCc2cccc(Cl)c2O1 | -11% | 25 | / | 0% | -7% | ?
CN1C(=O)CC(C(=O)O)SC1=Nc1ccc(F)cc1 (configuration not stated) | -18% | -10 | 13% | 0% | -2% | -6%
CC1CCCC(C)N1C(=O)COC(=O)c1cccs1 (configuration not stated) | -13% | -8 | / | 2% | / | /

Exported with values under each structure: 4 of the compounds above.
Value order: AmpC no deterg, HCMV inh, Giardia FBPA inh, HCV inh, AmpC inh detg, Sm TGR inh
> COC(=O)c1ccccc1NC(=O)CSc1nc(N)cc(N)n1
→ -13%, 54, -4%, 13%, -10%, -2%
> O=C(OC(C(=O)NCc1cccs1)c1ccccc1F)c1ccco1 (configuration not stated)
→ -11%, -14, 1%, 12%, 4%, 0%
> O=C(CSc1ccc(-c2ccc(F)cc2)nn1)N1CCN(c2ccccc2)CC1
→ -14%, -12, -1%, 5%, -7%, -1%
> O=C(c1cc(COc2ccc(F)cc2Cl)on1)N(Cc1ccncc1)CC1CCCO1 (configuration not stated)
→ 117%[activator], -61*, 1%, ?, 5%, -31%

The listing continues.
SMILES | AmpC no deterg | HCMV inh | Giardia FBPA inh | HCV inh | AmpC inh detg | Sm TGR inh
COc1ccc(C2=NC(C)(C)N(CC(=O)Nc3ccc(F)c(F)c3)C2=O)cc1 | / | ? | / | / | 16% | 5%
COc1ccc(C(=O)Nc2ccc3cn[nH]c3c2)c(OC)c1 | -14%[11.4 µM] | -17 | -10% | 11% | -2% | 8%
Cc1ccc2nc(NC(=O)CSc3cc(C)[nH]c(=O)n3)sc2c1 | / | 36 | / | / | 2% | 7%
CC(CC(=O)OCC(=O)Nc1ccc2[nH]c(=O)[nH]c2c1)c1ccccc1 (configuration not stated) | -31% | -28 | / | 4% | -2% | -18%
COc1cc2c(cc1OC)/C(=C/C(=O)c1ccc(C)cc1)NCC2 | 35% | 20 | 2% | -24% | ? | -14%
Cn1cc(Br)c(-c2cccc(N3C(=O)CC(C)(C)CC3=O)c2)n1 | 1% | -24 | 7% | 17% | 8% | 0%
Cc1ccc2c(c1)cc1c(=O)n(Cc3ccc(Cl)cc3)nc(C)n12 | / | 1 | / | / | 15% | -2%
CC(C)C(c1nnnn1Cc1cccs1)N1CCN(c2ccccc2)CC1 (configuration not stated) | -14% | -3 | -6% | 9% | -4% | 14%

As a short view, 5 of the compounds above:
SMILES | AmpC no deterg | HCMV inh | Giardia FBPA inh | HCV inh | AmpC inh detg | Sm TGR inh
CC(CC(=O)OCC(=O)Nc1ccc2[nH]c(=O)[nH]c2c1)c1ccccc1 (configuration not stated) | -31% | -28 | / | 4% | -2% | -18%
COc1cc2c(cc1OC)/C(=C/C(=O)c1ccc(C)cc1)NCC2 | 35% | 20 | 2% | -24% | ? | -14%
Cn1cc(Br)c(-c2cccc(N3C(=O)CC(C)(C)CC3=O)c2)n1 | 1% | -24 | 7% | 17% | 8% | 0%
Cc1ccc2c(c1)cc1c(=O)n(Cc3ccc(Cl)cc3)nc(C)n12 | / | 1 | / | / | 15% | -2%
CC(C)C(c1nnnn1Cc1cccs1)N1CCN(c2ccccc2)CC1 (configuration not stated) | -14% | -3 | -6% | 9% | -4% | 14%
